From PubChem
Tau fluor cs – counter-screen for tau fibril formation inhibitors; tau K18 P301L Alexa594 fluorescence, heparin fibrillization; Potency, µM (series often up to 57.7 µM), for inactives: at the highest dose activity change, negative = decrease; actives 0.93% (n = 280,000); note: % is set by controls: 0 for no effect and ±100 for the full control effect; nearly all actives have a fitted effect of over 55% in size
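Human tau K18 P301L (15 uM unlabeled, 0.24 uM Alexa 594-labeled) in 100 mM sodium acetate pH 7 with 20 uM heparin, 6 hr at 37 C. ThT 30 uM added, 1 hr ambient; Alexa 594 FP and total fluorescence read at 555/632 nm.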
L3MBTL1 inh – inhibitors of human L3MBTL1 | Q9Y468 | AlphaScreen L3MBTL1–H3K9me1 peptide binding | Potency, µM (titrated, usually from 57.1 µM), for the others: top-dose activity, negative = inhibition, actives largely listed as inhibitors | actives 0.66% (n = 230,000); note: % is set by controls: 0 for no effect and ±100 for the full control effect; nearly all actives have a fitted effect of over 60% in size
Target sequence (Q9Y468 whole entry, looked up): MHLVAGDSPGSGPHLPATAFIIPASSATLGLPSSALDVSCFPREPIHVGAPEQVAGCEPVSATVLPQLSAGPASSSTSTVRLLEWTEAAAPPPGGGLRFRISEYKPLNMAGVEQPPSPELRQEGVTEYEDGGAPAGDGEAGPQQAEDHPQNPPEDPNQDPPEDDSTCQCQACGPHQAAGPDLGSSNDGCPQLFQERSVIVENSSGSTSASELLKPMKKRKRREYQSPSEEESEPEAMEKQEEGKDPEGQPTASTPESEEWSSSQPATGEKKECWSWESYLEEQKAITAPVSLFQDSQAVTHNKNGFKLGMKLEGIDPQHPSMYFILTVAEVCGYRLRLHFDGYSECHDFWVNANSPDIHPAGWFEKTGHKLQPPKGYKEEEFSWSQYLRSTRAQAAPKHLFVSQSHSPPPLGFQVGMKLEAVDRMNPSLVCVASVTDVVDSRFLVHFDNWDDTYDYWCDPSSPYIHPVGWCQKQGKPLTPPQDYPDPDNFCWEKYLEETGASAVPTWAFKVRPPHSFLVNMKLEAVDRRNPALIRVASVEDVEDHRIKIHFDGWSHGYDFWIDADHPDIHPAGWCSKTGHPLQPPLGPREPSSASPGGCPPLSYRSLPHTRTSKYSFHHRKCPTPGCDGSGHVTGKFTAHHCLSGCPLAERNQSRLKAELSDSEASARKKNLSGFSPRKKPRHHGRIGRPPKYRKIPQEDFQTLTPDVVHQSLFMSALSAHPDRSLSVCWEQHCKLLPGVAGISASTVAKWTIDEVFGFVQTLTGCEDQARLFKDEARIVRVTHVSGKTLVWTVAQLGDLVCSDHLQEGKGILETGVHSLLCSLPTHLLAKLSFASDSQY
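AlphaScreen proximity signal between nickel-chelate acceptor and streptavidin donor beads (final 10 ug/mL) reports binding of 50 nM L3MBTL1 to 75 nM biotin-H3 K9me1 peptide; complex incubated with compounds 30 min at room temperature; cefsulodin titration as control.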
Tau fibril FP – tau fibrillization inhibition (FP). actives 0.39% (n = 280,000). P10636. Potency, µM (titrated, usually from 57.7 µM), for the others: top-dose activity, negative = inhibition, usual class: inhibitors. K18 P301L tau heparin fibrillization, Alexa594 FP, 6 h; note: % is set by controls: 0 for no effect and ±100 for the full control effect; nearly all actives have a fitted effect of over 55% in size
Target sequence (P10636 561-689 P618L limits assumed): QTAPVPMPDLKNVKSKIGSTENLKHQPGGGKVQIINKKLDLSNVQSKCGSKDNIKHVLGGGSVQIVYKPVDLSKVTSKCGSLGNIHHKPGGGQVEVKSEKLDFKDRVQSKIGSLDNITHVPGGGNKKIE
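Quantitative HTS format: compounds meet 15 uM recombinant K18 P301L tau and Alexa 594-tau tracer in 100 mM sodium acetate pH 7; 20 uM heparin triggers fibrillization at 37 C over 6 hr; FP gives the signal.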
Tau ThT inhib – inhibitors of human tau fibril formation, thioflavin T binding; P10636; recombinant tau K18 P301L (four-repeat tau fragment), heparin-induced fibrillization, ThT fluorescence; actives 2.1% (n = 270,000); AID 1460; Potency, µM (titrated, usually from 57.4 µM), inactives show top-dose activity, negative = inhibition, hits mostly inhibitors; note: % is set by controls: 0 for no effect and ±100 for the full control effect; nearly all actives have a fitted effect of over 55% in size
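Tau K18 P301L fragment (15 uM unlabeled plus 0.24 uM Alexa 594-labeled) in 100 mM sodium acetate pH 7 with compound, fibrillization induced by 20 uM heparin for 6 hr at 37 C. Thioflavin T (30 uM) added, fluorescence read after 1 hr (ex 450, em 510 nm).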
TR SRC2 fluor cs – counter-screen for TRb-SRC2 inhibitors: fluorescence interference. Potency, µM (series often up to 106 µM), without a hit: at the top dose fluorescence change, negative = quenching. TRb/SRC2 Texas Red total fluorescence interference. actives 0.29% (n = 280,000); active = well fitted curve in either direction with a large enough effect; inconclusive = small, poorly fitted or top-dose-only effect; note: % is set by controls: 0 for no effect and ±100 for the full control effect
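Human TRβ ligand-binding domain (0.6 uM) and Texas Red SRC2 peptide (20 nM) in Tris buffer with 1 uM T3 and 5% DMSO were incubated with pinned compound for 5 hr at ambient temperature. Total fluorescence was computed as S + 2P (555/632 nm).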
RECQ1 inh – inhibitors of human RECQ1 DNA helicase | actives 0.54% (n = 240,000) | AID 2549 | Potency, µM (top dose mostly 57.3 µM), without a hit: at the top dose activity, negative = inhibition, actives largely listed as inhibitors | P46063 | RECQ1 DNA unwinding, red fluorescence kinetic read;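 note: plate controls were vehicle for no effect and no enzyme for full effect; nearly all actives have a fitted effect of over 30% in size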
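50 nM RECQ1T1 preincubated 15 min with compound in Tris pH 8.0 buffer with MgCl2, DTT, Tween-20 and 2.5 ug/ml poly(dI-dC); started with 200 nM TAMRA/BHQ-2 forked duplex and 2 mM ATP. Unwinding read as fluorescence (525/598 nm), two reads 2 h apart.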
TRb-SRC2 inh – disrupts binding of human TR beta to SRC2; P10828; TRbeta-SRC2 peptide binding, fluorescence polarization; receptor liganded with 1 µM T3; Potency, µM (series often up to 106 µM), without a hit: top-dose activity change, negative = inhibition, usual class: inhibitors; actives 0.065% (n = 280,000); AID 1469;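 note: plate controls were bound peptide for no effect and peptide without receptor for full effect; nearly all actives have a fitted effect of over 50% in size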
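Human TRb ligand-binding domain (0.6 uM) is mixed with 20 nM Texas Red SRC2 peptide and 1 uM T3; after compound addition and 5 hr at ambient temperature, polarization is measured and normalized to unbound and bound controls.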
HTT cytoprotect – cytoprotection in Huntington HTT-Q103 PC12 cell model; actives 0.14% (n = 230,000); PC12 HTT-Q103 induced, cytoprotection, ATP luminescence, 40 h; Potency, µM (series often up to 56.4 µM), without a hit: cytoprotection (ATP increase), hits mostly activators;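 note: % of control where 0% means no effect; nearly all actives have a fitted effect of over 45% in size; toxic huntingtin expression switched on by the ecdysone agonist tebufenozide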
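Rat PC12, Q103 Htt exon1-GFP fusion, ecdysone promoter; tebufenozide inducer 100 nM final; compound titration; qHTS, 1500 cells/well; ATPlite luminescent read.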
Active calls of the source: *; i = inactive; ? = inconclusive; · = not tested or not shown; & = joins results of further samples; [ ] = another dose, or the depositor's remark. Unless noted, calls come from the whole dose curve; as a rule, active = well fitted curve in the direction sought with a large enough effect; inconclusive = small, poorly fitted or top-dose-only effect, or another doubt; inactive = no such curve, though single readings can be large; an effect the other way counts as inactive or inconclusive. Potency is the fitted concentration of half-maximal effect.

Values in the order: Tau fluor cs	L3MBTL1 inh	Tau fibril FP	Tau ThT inhib	TR SRC2 fluor cs	RECQ1 inh	TRb-SRC2 inh	HTT cytoprotect
CN1C(=O)C2C(c3ccc(N(C)C)cc3)=NN(Cc3ccccc3)C2C1=O (stereo unspecified)
    ?	-25%	11%	?	-1%	-9%	4%	-27%
O=C(O)c1ccc(N=c2oc3cc(O)ccc3cc2C(=O)NCc2ccccc2)cc1
    -10%	·	0%	28µM*	-10%	-1%	5%	-19%
O=C(NCc1ccc(F)cc1)C(c1cccs1)N(C(=O)c1csnn1)C1CC1 (stereo unspecified)
    -6%	-4%	1%	1%	0%	-14%	6%	22%[10 µM]
NCCCC[C@@H]1NC(=O)[C@H](CCC(=O)O)NC(=O)c2cc([N+](=O)[O-])cc(I)c2OCC[C@@H](C(N)=O)NC1=O
    5%	-11%	6%	-2%	-3%	i	6%	·
CN1CCN(C(=O)CSc2nc(-c3cccs3)cc(-c3cccs3)c2C#N)CC1
    -25%	11%	-8%	?	1%	7%	0%	-50%[inhibitor]
Cc1ccccc1OCC(=O)N(Cc1nc(-c2ccccc2)no1)C(C)C
    -8%	0%	2%	-9%	0%	-14%	6%	-20%
CCn1c(-c2cccnc2)n[nH]c1=S
    3%	-4%	3%	2%	1%	-2%	-4%	-9%
CCOCCCNC(=O)C(c1ccccc1)N(Cc1ccc2c(c1)OCO2)C(=O)c1ccccc1O (stereo unspecified)
    -6%	·	8%	-8%	-7%	-6%	0%	-21%
Cc1c(CNCC(C)c2ccccc2)c(C(=O)O)c(C)n1Cc1ccccc1 (stereo unspecified)
    -3%	·	0%	-2%	4%	3%	4%	-32%
CSc1nc(/C=C2\C=Nc3ccccc32)c(O)n1C
    ?	-13%	11%	11µM*	-8%	?	-6%	3%[10 µM]

Reformatted bar-delimited: six of the compounds above.
Structure | Tau fluor cs | L3MBTL1 inh | Tau fibril FP | Tau ThT inhib | TR SRC2 fluor cs | RECQ1 inh | TRb-SRC2 inh | HTT cytoprotect
O=C(O)c1ccc(N=c2oc3cc(O)ccc3cc2C(=O)NCc2ccccc2)cc1 | -10% | · | 0% | 28µM* | -10% | -1% | 5% | -19%
O=C(NCc1ccc(F)cc1)C(c1cccs1)N(C(=O)c1csnn1)C1CC1 (stereo unspecified) | -6% | -4% | 1% | 1% | 0% | -14% | 6% | 22%[10 µM]
NCCCC[C@@H]1NC(=O)[C@H](CCC(=O)O)NC(=O)c2cc([N+](=O)[O-])cc(I)c2OCC[C@@H](C(N)=O)NC1=O | 5% | -11% | 6% | -2% | -3% | i | 6% | ·
CN1CCN(C(=O)CSc2nc(-c3cccs3)cc(-c3cccs3)c2C#N)CC1 | -25% | 11% | -8% | ? | 1% | 7% | 0% | -50%[inhibitor]
Cc1ccccc1OCC(=O)N(Cc1nc(-c2ccccc2)no1)C(C)C | -8% | 0% | 2% | -9% | 0% | -14% | 6% | -20%
CCn1c(-c2cccnc2)n[nH]c1=S | 3% | -4% | 3% | 2% | 1% | -2% | -4% | -9%

Next section
Values in the order: Tau fluor cs	L3MBTL1 inh	Tau fibril FP	Tau ThT inhib	TR SRC2 fluor cs	RECQ1 inh	TRb-SRC2 inh	HTT cytoprotect
Cc1nc(-c2ccccc2)sc1C(=O)O
    -2%	-1%	1%	3%	1%	-3%	9%	·
COc1cc(NC(=O)CCC2CCCC2)cc(-n2cnnn2)c1
    -15%	1%	-12%	3%	-2%	-5%	5%	·
CCOC(=O)/C(C#N)=C\N(C)C
    3%	4%	2%	4%	3%	-4%	5%	-17%
CCN(C(=O)c1ccccc1Cl)c1ccccc1
    -1%	-11%	-2%	1%	3%	1%	2%	6%[1.9 µM]
CSc1sc(C(=O)O)c2c1C(=O)CCC2
    2%	17%	-3%	6%	1%	0%	9%	-11%
CO/N=C/c1ccc(Oc2ccc([N+](=O)[O-])cc2[N+](=O)[O-])c(OC)c1
    1%	-6%	5%	15%	-10%	7%	-4%	·
Cc1[nH]c2ccccc2c1SCc1nnc(SCc2ccccc2)n1C
    -24%	-24%	9%	?	-3%	3%	-7%	-3%[10 µM]
CCOC(=O)C1CCCN(Cc2cn[nH]c2-c2ccc(F)cc2F)C1 (stereo unspecified)
    -9%	5%	-3%	-11%	-1%	-11%	-3%	29%[10 µM]
CCOC(=O)c1ccccc1NC(=O)CSc1nc2ncccc2o1
    -3%	·	-2%	0%	-4%	·	-1%	·
O=C(c1ccc(F)cc1F)N(Cc1ccccn1)Cc1ccco1
    4%	-3%	4%	-8%	0%	-4%	-22%	0%

Values in the order: Tau fluor cs	L3MBTL1 inh	Tau fibril FP	Tau ThT inhib	TR SRC2 fluor cs	RECQ1 inh	TRb-SRC2 inh	HTT cytoprotect
CC1=C(C)CC(C(=O)Nc2cccc(Cl)c2)C(C(=O)O)C1 (stereo unspecified)
    -3%	2%	-2%	-11%	1%	i	0%	-12%
CSc1ccc(C(=O)C2CCCN(C(=O)c3cccc(N4CCOCC4)c3)C2)cc1 (stereo unspecified)
    -10%	-5%	16%	?	0%	-12%	-16%	5%[10 µM]
O=C(Oc1cc2oc(=O)c3c(c2cc1Cl)CCCC3)c1cccs1
    -7%	20%	-1%	-15%	-19%	-8%	6%	2%[10 µM]
CCCOc1ccc(NC(N)=O)cc1OCCC
    -18%	·	?	0%	-5%	i	6%	5%
COC(=O)c1c(NC(=O)CN2CCC3(O)CCCCC3C2c2ccc(OC)cc2OC)sc(C)c1C (stereo unspecified)
    3%	-19%	0%	9%	100µM*[quencher]	-13%	?	-19%[1.9 µM]
COc1ccc(/C=C/C(=O)c2ccc(C)c([N+](=O)[O-])c2)cc1O
    -1%	-14%	0%	4%	-1%	3%	9%	-2%[10 µM]
Cc1cc(C)nc(NC(=O)CSc2nn(C)c(=S)s2)n1
    -1%	2%	3%	-3%	3%	-18%	-22%	21%[10 µM]
Cn1c(=O)c2nc3ccccc3nc2n(C)c1=O
    -9%	10%	9%	-11%	-2%	i	1%	22%[10 µM]
CCC(=O)Nc1ccc(NC(=O)c2ccc3c(c2)OCO3)cc1
    -13%	·	-2%	-13%	-5%	-4%	2%	-2%
COc1ccc(OC)c(S(=O)(=O)NCCS(=O)(=O)N2CCN(c3ccccc3)CC2)c1
    -19%	·	2%	-6%	-13%	·	1%	·

Structural class: the entries above with a cyano group (2)
Values in the order: Tau fluor cs	L3MBTL1 inh	Tau fibril FP	Tau ThT inhib	TR SRC2 fluor cs	RECQ1 inh	TRb-SRC2 inh	HTT cytoprotect
CN1CCN(C(=O)CSc2nc(-c3cccs3)cc(-c3cccs3)c2C#N)CC1
    -25%	11%	-8%	?	1%	7%	0%	-50%[inhibitor]
CCOC(=O)/C(C#N)=C\N(C)C
    3%	4%	2%	4%	3%	-4%	5%	-17%

Further entries.
Values in the order: Tau fluor cs	L3MBTL1 inh	Tau fibril FP	Tau ThT inhib	TR SRC2 fluor cs	RECQ1 inh	TRb-SRC2 inh	HTT cytoprotect
O=C(CSc1nnc(CNc2ccc(F)cc2)n1-c1ccccc1)N1CCOCC1
    -1%	6%	0%	7%	-3%	-5%	-11%	8%[10 µM]
Cc1ccc(SCCC(=O)NCC2CCCO2)cc1 (stereo unspecified)
    -1%	-12%	0%	-10%	-1%	-16%	-9%	8%[10 µM]
c1ccc(-n2nnc3cnccc32)cc1
    -1%	-19%	6%	-1%	-2%	-6%	-1%	3%
O=C1CC[C@@H](C(=O)N2CSC[C@H]2C(=O)O)N1
    -9%	·	1%	-13%	-1%&-3%	-8%	10%&2%	9%
COc1cccc(CNC(=O)CN2CCCN(Cc3ccccc3)S2(=O)=O)c1
    -9%	·	1%	-4%	4%	·	0%	·
C/[N+]([O-])=C\C1C(=O)CCCC1=O
    -13%	1%	-2%	-13%	-1%	-9%	2%	12%
N#Cc1cc(O)c(-n2nnc3ccccc32)cc1C#N
    -3%	11%	-1%	-9%	-2%	-16%	-8%	·
CCCCS(=O)CC(COCc1ccccc1)OC(=O)CSc1nc(C)cc(C)n1 (stereo unspecified)
    -2%	1%	2%	-2%	-2%	i	-1%	0%
CCC1SC(CC)C(=O)N(CC(=O)Nc2ccc3c(c2)OCO3)C1=O (stereo unspecified)
    -12%	0%	12%	-10%	-2%	-8%	0%	11%[10 µM]
CC(C)(C)C(=O)NC(=S)Nc1cc(C(F)(F)F)ccc1N1CCOCC1
    -25%	·	4%	-18%	-4%	-2%	-4%	-13%

Values in the order: Tau fluor cs	L3MBTL1 inh	Tau fibril FP	Tau ThT inhib	TR SRC2 fluor cs	RECQ1 inh	TRb-SRC2 inh	HTT cytoprotect
Cc1cccc(-c2nc3c(C#N)c[nH]n3c2NC2CCCCC2)c1
    -7%	·	-4%	1%	-1%	·	8%	·
CC(Oc1cccc(Cl)c1)C(=O)Nc1cc(=O)n(C)c(=O)n1C (stereo unspecified)
    -4%	4%	-6%	0%	-1%	-4%	10%	-9%[0.074 µM]
CCCOc1cccc(C2c3c(oc4ccc(F)cc4c3=O)C(=O)N2c2nc(C)c(C(C)=O)s2)c1 (stereo unspecified)
    -11%	·	0%	-3%	-15%	·	3%	·
CC1CCCN(S(=O)(=O)c2ccc(C(=O)Nc3nnc(-c4ccccc4Cl)o3)cc2)C1 (stereo unspecified)
    -9%	8%	-8%	-6%	0%	6%	3%	-44%[10 µM]
Cc1cc(=O)n2nc(N3CCCC(C(=O)NCc4ccco4)C3)sc2n1 (stereo unspecified)
    11%	·	5%	9%	2%	-6%	2%	19%
Cc1ccc(C2CCN(C(=S)Nc3cccc(C)c3)C2)cc1 (stereo unspecified)
    -27%	·	-10%	-17%	-4%	-10%	2%	-25%

An excerpt; rates above refer to the full screens.
